Source: PubChem (several laboratories)
P. falciparum M1AAP: P. falciparum M1AAP inhibitors, biochemical, fluorogenic H-Leu-NHMec substrate, 1536-well (AID 1445); recombinant M1AAP, H-Leu-NHMec fluorogenic kinetic assay; higher % means a stronger effect; inhibition, % at 30 µM; hits with a dose series show IC50 in µM; actives 0.42% (n = 220,000);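 active means primary inhibition above the hit cutoff, then over 50% inhibition at one or more dose response concentrations, cut at about 23% in these data, passing the limit was not always enough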;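 further: plate controls were DMSO full reaction for no effect and no enzyme background for full effect; strong numbers were not always called active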
CSM14.1 death rescue: protection against thapsigargin-triggered cell killing – 384-well, CSM14.1, ATP luminescence, primary screen (AID 1222); CSM14.1 thapsigargin-induced death rescue, ATP luminescence; higher % means a stronger effect; cellular ATP content (survival), % at 20 µM; hits with a dose series show EC50 in µM; 190,000 tested, under 10 active;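 active means EC50 below 50 µM in the dose-response confirmation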;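 further: death triggered by thapsigargin at about 15 µM added after 2 h compound pretreatment; cell ATP read after overnight thapsigargin exposure of roughly 18 to 22 hours; normalized against plate controls of thapsigargin alone and 5% DMSO vehicle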
Autophagy mod: modulators of autophagy; MEF GFP-LC3 puncta imaging; test concentration mostly 10 µM; calls only at 10 µM (by protocol); actives 0.98% (n = 190,000);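 active means percentage of spot-positive cells more than 3 SD above its plate mean, without a fluorescence outlier flag or 80% toxicity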;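 further: spot-positive cell cutoff set from DMSO-treated cells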
MT stabilizer: stabilizes microtubules in HeLa cells. HeLa tubulin immunostaining HCS, 24 h; share of cells brighter than vehicle mean+2SD. % tubulin-high responders, % at 10 µM. actives 0.83% (n = 200,000). AID 2205;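 active means plate Z-score above 3 for both tubulin-high and condensed-nucleus cell shares, with cell loss under 80%, at 10 µM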;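 further: anti alpha tubulin signal scored within the nucleus-defined area of each cell; some results filed as inactive read as strong as hits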
UTI89 phage lysis: protection from phage-mediated lysis, alamar blue read-out – E. coli UTI89, K1F phage, bacterial capsule biogenesis inhibitors (AID 488966). E. coli UTI89 K1F phage lysis, alamar blue, 2 h; higher % means a stronger effect. one-dose inhibition, % at 100 µM; IC50 in µM for titrated hits. actives 0.02% (n = 340,000);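 active means phage lysis inhibition, versus mean bacterial control, above a set limit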;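 further: capsule biogenesis inhibitors block K1F phage lysis so surviving cells raise fluorescence; higher fluorescence means more inhibition of phage lysis; actives were called in the ten point dose series up to 300 µM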
Dynein transport: dynein cargo transport inhibition; 3617.4 mouse cells, GR-EGFP nuclear translocation imaging; test concentration mostly 20 µM; stimulated with dexamethasone, 1 µM; hits give low values; z-score, hits read low; actives 0.47% (n = 220,000);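 active means plate z-score of nuclear minus cytoplasmic receptor signal below a set negative limit, without overly bright fluorescence or cell loss, cut at about -3.5 in these data, passing the limit was not always enough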;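 further: z-score of nuclear minus cytoplasmic ring GR-EGFP intensity difference per well; some compounds called inactive have numbers as strong as hits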
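Also added – dexamethasone, 1.0 µM final · Buffer or medium – tet-free, stripped-serum medium · Schedule – induction 48 h, compound 1 h, agonist 30 min · Detection – formaldehyde fixation, Hoechst nuclear stain, 10x automated fluorescence imaging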
bCat nuc transl: beta-catenin nuclear translocation modulation; HeLa beta-catenin nuclear translocation, immunofluorescence imaging; actives 0.3% (n = 190,000); nuclear translocation activity, % at 5 µM;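 active means nuclear translocation activity above 50% at 5 µM, with a well cell count of 50 or more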;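 further: per-cell ratio of nuclear to cytoplasmic median beta-catenin stain intensity; plate controls were DMSO negative control for no effect and GSK-3 inhibitor IX positive control for full effect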
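Read-out: Nuclear/cytoplasmic beta-catenin signal ratio, % activation | Assay system: Human HeLa cell line | Times: 24 h compound exposure at 37°C, 5% CO2 | Signal: Fluorescence imaging of beta-catenin antibody stain plus DAPI | Dosing: 5 µM primary, 0.02–20 µM confirmation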
P. falciparum M17LAP: P. falciparum M17LAP inhibitors, primary screen, biochemical, fluorogenic H-Leu-NHMec substrate, 1536-well (AID 1619) | inhibition, % at 30 µM; hits with a dose series show IC50 in µM | actives 0.38% (n = 220,000) | recombinant M17LAP, H-Leu-NHMec fluorogenic kinetic assay; higher % means a stronger effect;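 active means compound inhibiting the enzyme by more than half at any dose during confirmatory dose-response retesting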;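 further: plate controls were full reaction with DMSO carrier for no effect and no enzyme background for full effect; strong numbers were not always called active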
Insulin prom up: MIN6 insulin promoter up-regulation; MIN6 insulin promoter-GFP reporter, high-content imaging; hits give high values; z-score at 5 µM; actives 0.3% (n = 190,000);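 active means z-score above 3 at 5 µM with at least 500 cells counted in the well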
Dynein transport cytoplasmic EGFP: second read-out of Dynein transport, no call of its own (marks repeat the call); z-score; measured here: cytoplasmic GR-EGFP intensity; hits give high values
Dynein transport nuclear GR-EGFP: further read-out of Dynein transport, marked with its call; z-score; measured here: nuclear GR-EGFP intensity;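 lower value marks the stronger effect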
Dynein transport cell count: also measured in Dynein transport; calls as there; z-score; measured here: cell count per field
Insulin prom up cell count: further read-out of Insulin prom up, marked with its call; cell count; measured here: cytotoxicity, nuclei count;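 total cells summed across four imaged fields per well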
bCat nuc transl cell count 5 µM: second read-out of bCat nuc transl, no call of its own (marks repeat the call); cell count; measured here: cell count, cytotoxicity flag
MT stabilizer Hoechst-high %: also measured in MT stabilizer; calls as there; % Hoechst-high responders; measured here: nuclear condensation Hoechst responders;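 share of cells brighter than vehicle mean plus two SD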
MT stabilizer cytotoxicity %: recorded beside MT stabilizer, whose call it bears; toxicity, %; measured here: cytotoxicity by cell density;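 0% = mean cell density of plate MIN control wells and 100% = no cells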
Autophagy mod cell loss 18 h: recorded beside Autophagy mod, whose call it bears; toxicity, %; measured here: cell loss, nuclei count;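 cell loss after 18 h compound exposure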
Numbers without * were called inactive; i = inactive; nt = not tested or not shown; + = active, no number; [ ] = another dose, or the depositor's remark.

compound,P. falciparum M1AAP,CSM14.1 death rescue,Autophagy mod,Autophagy mod cell loss 18 h,MT stabilizer,MT stabilizer Hoechst-high %,MT stabilizer cytotoxicity %,UTI89 phage lysis,Dynein transport,Dynein transport cytoplasmic EGFP,Dynein transport nuclear GR-EGFP,Dynein transport cell count,bCat nuc transl,bCat nuc transl cell count 5 µM,P. falciparum M17LAP,Insulin prom up,Insulin prom up cell count
CCOC(=O)C1=C(N)c2ccccc2CC1C(C)C (stereo unspecified),-0.8%,-0.8%,i,-11.5,9.7,6.0,4.5,0.3%,-0.48,-0.265,-0.252,0.617,nt,nt,7.5%,-0.69,898
CCc1c(C)nc2ncnn2c1Nc1ccc(C(C)=O)cc1,8.2%,5.3%,i,0.2,3.4,1.8,2.2,2.2%,0.259,-0.0431,0.481,0.55,-7.1,1149,28.4%,0,780
COC(=O)c1cc(C#N)c(Oc2ccc(OC)cc2)nc1C,-0.9%,-0.9%,i,-11.8,0.4,1.2,7.6,0.5%,0.101,0.0889,-0.125,0.0109,-0.4,1387,-4.2%,0.58,1692
O=c1cc(CO)occ1OCc1cccc(C(F)(F)F)c1,3.2%,-1.5%,i,-2.6,1.9,2.1,2.7,0.1%,-0.0823,-0.237,-0.391,0.41,-1.2,1362,-3.0%,-0.29,1670
c1cncc(CSc2ccc(-c3ccc4c(c3)OCO4)nn2)c1,10.0%,-2.7%,i,-1.2,3.0,1.3,12.0,0.3%,-0.322,-0.325,-0.0672,0.976,1.7,1086,-0.9%,nt,nt
COc1ccc(C(=O)c2ccc(N3CCOCC3)cc2)c(OC)c1,8.1%,-1.8%,i,2.9,3.9,3.7,4.3,-0.5%,0.379,-0.071,0.392,0.0466,6.1,1386,14.5%,1.35,1154
Cc1cccc(C)c1NC(=O)COC(=O)C1CC(=O)N(Cc2ccccc2)C1 (stereo unspecified),-1.1%,-0.6%,i,2.6,5.5,2.7,8.7,0.7%,0.26,-0.333,0.387,-0.316,-4.5,1035,-1.9%,0.57,1218
COc1ccc(CCn2c(-c3ccc(OC)cc3)nc3c(c(=O)c4ccccc4n3C)c2=O)cc1,3.2%,nt,nt,nt,nt,nt,nt,-1.1%,0.413,-0.24,0.785,-0.176,-0.8,1403,5.5%,-1.03,945
COc1cccc(/C=N/NC(=S)Nc2cccnc2)c1,5.8%,1.5%,+,21.4*,3.1,1.8,2.5,i,0.25,-0.223,0.595,-0.289,-3.6,1131,3.7%,-0.4,1291
O=c1c2cnn(-c3ccccc3)c2ncn1CCc1ccccc1,0.7%,-3.6%,i,-3.4,2.3,0.7,5.7,1.8%[50 µM],1.97,-0.249,1.55,-0.915,0.1,472,6.2%,-0.38,1202
CCN(CC)CCN1C(=O)C(O)=C(C(=O)c2sc(C)nc2C)C1c1cccnc1 (stereo unspecified),3.4%,-2.0%,i,2.2,1.7,2.0,5.2,0.1%,0.355,-0.256,0.545,2.19,nt,nt,12.6%,nt,nt
COc1ccc(C[C@H]2CN3C(=NC[C@@H]3C(C)C)N2CCNC(=O)c2ccc(C)c(Br)c2)cc1,-4.8%,-3.4%,i,16.0,1.5,1.2,6.1,0.5%,1.41,-0.071,1.25,-1.75,1.0,1044,-3.0%,-2.24,701
Cc1ccc(NC(=O)Cn2c([N+](=O)[O-])cnc2C)cc1,-4.4%,0.0%,i,19.6,1.8,1.0,1.6,0.3%,-0.935,-0.173,-0.654,-0.327,1.3,1463,0.8%,-0.31,1555
CSc1nc(-c2ccccc2)nn1S(=O)(=O)c1ccccc1,0.4%,-3.8%,i,-4.7,3.6,1.5,3.4,-0.1%,0.381,-0.272,0.587,0.136,-1.6,523,-17.6%,nt,nt
COCCNC(=O)C(=O)NCC1OCCN1C(=O)c1ccc(Cl)cc1 (stereo unspecified),-2.8%,-1.6%,i,-63.9,3.8,2.0,6.3,-2.2%,0.499,-0.219,1.29,-0.767,-0.6,537,2.9%,-0.01,1010
CCC(=O)Nc1ccc(Cl)c(NC(=S)NC(=O)COc2ccc(Cl)cc2)c1,6.3%,3.3%,i,-9.0,1.5,3.2,14.8,4.5%,0.488,-0.151,0.725,-0.559,-3.1,528,-3.0%,0.12,1271
OCCN1CCN(C(=S)Nc2ccc(SC(F)F)cc2)CC1,-1.4%,-2.1%,i,-5.2,1.2,1.4,6.1,0.2%,-0.118,-0.191,-0.0615,0.303,-0.3,1100,1.2%,-0.12,1412
CC(=O)Nc1ccc(S(=O)(=O)NCC2CCC(C(=O)N3CCCCCC3)CC2)cc1 (stereo unspecified),-2.2%,1.0%,i,-1.8,5.0,1.5,9.2,2.2%,1.38,-0.345,0.959,0.681,nt,nt,4.9%,nt,nt
COC(=O)c1cn(-c2cccc(C)n2)cn1,9.2%,-2.3%,i,15.3,7.9,1.2,4.3,0.1%,0.0143,-0.0637,0.183,-0.0423,1.3,1017,-0.5%,0.34,1564
Cc1ccc([C@@H]2C[C@H]3CN(Cc4cccc(Cl)c4)C(=O)[C@]34CCCN24)o1,8.2%,1.3%,i,-17.1,5.5,2.1,7.2,-0.1%,0.505,0.639,0.408,-0.0436,2.1,909,0.2%,-0.12,1505

Next section
compound,P. falciparum M1AAP,CSM14.1 death rescue,Autophagy mod,Autophagy mod cell loss 18 h,MT stabilizer,MT stabilizer Hoechst-high %,MT stabilizer cytotoxicity %,UTI89 phage lysis,Dynein transport,Dynein transport cytoplasmic EGFP,Dynein transport nuclear GR-EGFP,Dynein transport cell count,bCat nuc transl,bCat nuc transl cell count 5 µM,P. falciparum M17LAP,Insulin prom up,Insulin prom up cell count
O=C(Cc1c(C(=O)O)[nH]c2ccccc12)NC1CCCC1,2.5%,-0.3%,i,26.7,2.3,2.4,3.1,0.1%,-0.914,-0.21,-0.602,0.721,1.4,916,15.8%,-0.27,1597
Cc1cccc(C(=O)N2CCC(=O)N(C(COCc3cccc(Cl)c3)Cc3ccccc3)CC2)c1 (stereo unspecified),-3.7%,-2.8%,i,4.5,3.8,3.7,3.3,0.7%,0.118,-0.269,0.393,0.587,nt,nt,11.2%,0.55,1206
COc1cc(/C=C2\C(=O)N(c3ccc(S(N)(=O)=O)cc3)N=C2C)ccc1OC(=O)c1ccco1,22.2%,-0.1%,i,4.1,3.8,2.1,12.3,-0.3%,-0.874,-0.19,-0.366,0.0786,-0.8,1114,43.7%,-0.94,1152
CCN(Cc1ccccc1)C(=O)c1nn(-c2ccc(OC)cc2)c(=O)c2c1c1ccccc1n2C,4.1%,2.9%,i,0.7,2.9,4.7,4.8,2.5%,0.011,0.0718,0.258,-1.52,0.3,1084,-18.5%,-0.83,1012
Cc1cn2c(N)c(/C=C3\C=Nc4ccccc43)c(=O)nc2s1,7.6%,nt,nt,nt,nt,nt,nt,0.9%,1.13,-0.308,0.506,0.102,-2.6,1096,-2.9%,0.26,1265
Cc1ccc(NC2SC(=O)N(Cc3cccc(C(=O)O)c3)C2=O)cc1 (stereo unspecified),8.4%,-2.7%,i,-16.0,5.1,3.3,8.6,4.1%,i,nt,nt,-4.61,1.1,974,6.86µM*,nt,nt
COc1ccc(NC(=O)CSc2nc(-c3ccc(C)cc3)cc(C(F)(F)F)c2C#N)cc1,4.8%,5.5%,i,-27.2,3.6,1.2,4.9,0.7%,0.622,-0.185,0.681,-0.374,-1.7,1339,17.1%,0.08,1561
COc1ccccc1OCc1nc(Cc2ccc(Cl)cc2)no1,-1.8%,-1.2%,i,-5.6,3.0,1.5,10.1,-0.2%,-0.241,1.63,0.545,2.66,1.1,1009,7.2%,-0.94,1233
COCCNC(=O)Cc1ccc(Br)cc1,-0.4%,-2.3%,i,14.1,2.5,3.2,8.0,-0.1%,0.421,-0.164,0.578,-0.374,-4.4,875,3.3%,0.54,1130
O=C(NCCc1c[nH]c2ccccc12)C(=O)NCC1OCCN1S(=O)(=O)c1ccc(F)cc1 (stereo unspecified),2.0%,0.7%,i,21.9,2.2,2.7,5.6,-0.4%,0.302,-0.201,1.18,-0.605,-0.4,523,-0.9%,-0.02,1165
CC(=O)Nc1ccc(S(=O)(=O)NC2=NCN(CCOC(=O)c3ccccc3)CN2)cc1,-2.8%,-0.9%,i,-5.7,5.1,3.7,2.5,-0.1%,-0.279,-0.212,0.0767,-0.873,3.2,1093,2.0%,1.3,1112
O=C(CCNc1ccc(F)c(Cl)c1)c1ccco1,13.3%,3.4%,i,22.0,2.5,1.5,8.6,0.2%[50 µM],-0.767,-0.253,-0.244,-0.0919,-0.6,932,-1.1%,-0.92,1130
CC1OC2(C)OC(=N)C1(C#N)C(C#N)(C#N)C2c1ccccc1 (stereo unspecified),4.2%,-1.4%,i,2.3,3.1,2.2,4.3,-1.1%,-2.66,0.582,-2.06,0.98,-0.2,540,-218.9%,0.07,1357
O=C(c1ccc(-c2ccc(Cl)cc2Cl)o1)N1CCOCC1,5.8%,-0.4%,i,-6.0,3.8,2.3,10.8,-1.1%[50 µM],0.0513,-0.191,0.294,-0.594,5.8,899,8.5%,1.74,1587
CCCCCCCc1ccc(C2NC(=S)NC3=C2C(=O)c2ccccc23)cc1 (stereo unspecified),3.1%,nt,nt,nt,nt,nt,nt,nt,-0.397,-0.151,0.312,-0.499,-1.0,1307,-1.2%,-0.73,1015
